KB-3-1 tox: kills parental KB-3-1 adenocarcinoma cells; KB-3-1 viability, CellTiter-Glo ATP luminescence, 72 h; Potency, µM (titrated, usually from 46.1 µM), for the others: at the highest dose activity change, negative = cytotoxic, hits mostly cytotoxic; actives 1.4% (n = 400,000); note: % is set by controls: 0 for no effect and ±100 for the full control effect; nearly all actives have a fitted effect of over 60% in size
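Parental KB-3-1 viability, qHTS format: 72 h compound exposure, 37 °C; CellTiter-Glo; media-only wells and DMSO plates as controls; concentration-effect fits on corrected data.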
KB-V1 cytotox: kills drug-selected multidrug resistant KB-V1 cells. actives 3.4% (n = 400,000). Potency, µM (titrated, usually from 46.1 µM), inactives show top-dose activity change, negative = cytotoxicity, usual class: cytotoxic. AID 1347076. KB-V1 MDR cells viability, CellTiter-Glo, 72 h; note: % is set by controls: 0 for no effect and ±100 for the full control effect; nearly all actives have a fitted effect of over 60% in size
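Readout: CellTiter-Glo luminescence, 10 min after addition. Cells: KB-V1 MDR subline, 72 h at 37 degrees C with compound. Analysis: corrected, normalized data fitted to concentration-effect curves.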
HT1080 IDH1KD tx: HT-1080 IDH1 knockdown cell toxicity (counter line). HT-1080 IDH1 knockdown viability, ATP luminescence, 48 h. Potency, µM (top dose mostly 46.1 µM), for the others: at the highest dose activity, negative = toxicity, hits mostly cytotoxic. actives 2% (n = 360,000). AID 686971;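 note: 0% = DMSO wells and -100% = cell-free medium wells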
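Luminescent ATP read-out (CellTiter-Glo, 10 min at room temperature) after 48 h compound exposure at 37 °C gave viability of IDH1-knockdown HT-1080 cells. Activity was normalised to DMSO and cell-free wells, then fitted as concentration-response curves.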
GLP1R cytotox: cytotoxicity counter-screen for GLP-1 receptor inverse agonists; AID 624418; Potency, µM (highest dose often 38.3 µM), for inactives: at the highest dose activity change, negative = inhibition, hits mostly inhibitors; actives 0.13% (n = 410,000); HEK293 cAMP-luciferase reporter cells, luminescence, 24 h;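 note: loss of luciferase light is scored as toxicity; % is set by controls: 0 for no effect and ±100 for the full control effect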
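Quantitative HTS format, 1536 wells, 200 cells/uL seeded. Compounds: 23 nL, 24 h, 37 °C. Detection: luciferase reagent, luminescence at 12 min RT; decreased signal taken as cytotoxic.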
GLP-1R agonist: agonists of human GLP-1 receptor; Potency, µM (titrated, usually from 45.6 µM), for inactives: at the highest dose activation, most hits filed as activators; actives 0.007% (n = 380,000); HEK293 GLP-1R CRE-luciferase, luminescence, 4-6 h; cells express a hypersensitive GLP-1R form; P43220; AID 624172; note: % of control where 0% means no effect
Target sequence (P43220 whole entry, looked up): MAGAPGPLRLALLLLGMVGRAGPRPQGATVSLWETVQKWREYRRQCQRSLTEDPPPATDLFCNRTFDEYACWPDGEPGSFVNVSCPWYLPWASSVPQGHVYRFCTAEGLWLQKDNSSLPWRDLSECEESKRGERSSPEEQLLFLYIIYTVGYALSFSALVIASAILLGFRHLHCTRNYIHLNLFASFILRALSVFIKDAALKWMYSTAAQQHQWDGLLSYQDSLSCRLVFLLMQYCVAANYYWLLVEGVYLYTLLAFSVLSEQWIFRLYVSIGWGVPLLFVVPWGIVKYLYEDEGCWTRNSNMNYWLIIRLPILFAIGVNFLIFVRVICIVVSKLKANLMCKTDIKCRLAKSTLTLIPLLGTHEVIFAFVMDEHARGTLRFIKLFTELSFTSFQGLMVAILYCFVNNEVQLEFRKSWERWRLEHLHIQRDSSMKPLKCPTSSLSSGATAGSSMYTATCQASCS
HT1080-NT tox: kills 2HG-producing HT-1080-NT fibrosarcoma cells; HT-1080-NT fibrosarcoma viability, CellTiter-Glo ATP luminescence, 48 h; Potency, µM (doses to about 46.1 µM), inactives show at the top dose activity, negative = less viability, hits mostly cytotoxic; actives 1.6% (n = 360,000); AID 686970;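 note: NT is the 2HG producing partner of a matched IDH1 knockdown line; 0% = DMSO-treated cells and -100% = media-only wells without cells; nearly all actives have a fitted effect of over 55% in size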
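Luminescent CellTiter-Glo readout after 48 hours of compound exposure at 37 degrees C defined viability of HT-1080-NT cells. Activity was normalized to DMSO wells and cell-free media wells; concentration-response curves were fitted and assigned curve classes.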
GLP1R inv ag: GLP-1 receptor (human) inverse agonism; actives 1.6% (n = 410,000); Potency, µM (doses to about 38.3 µM), for the others: top-dose activity change, negative = inhibition, actives largely listed as inhibitors; HEK293 GLP-1R CRE-luciferase, luminescence, 24 h; GLP-1R form is constitutively active; P43220; note: % is set by controls: 0 for no effect and ±100 for the full control effect; nearly all actives have a fitted effect of over 55% in size
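HEK293 cells stably co-expressing constitutively active GLP-1R and a cAMP-responsive luciferase reporter were seeded in DMEM with 10% Nu serum, given compounds after 12 h, and incubated 24 h at 37 deg C. Luminescence was then read.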
SW480 rerep: induces DNA re-replication in SW480 colon adenocarcinoma cells; actives 1.8% (n = 340,000); SW480 DNA re-replication, Hoechst DNA content imaging, 48 h; Potency, µM (series often up to 46.1 µM), for inactives: at the top dose re-replication activation, usual class: activators; note: % of control where 0% means no effect; nearly all actives have a fitted effect of over 55% in size
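SW480 cells exposed to compounds for 48 hr at 37 C, 5% CO2, then Hoechst-stained 40 min. Nuclear DNA content imaged by fluorescence scanning (405 nm excitation, 500-530 nm emission); re-replication scored as increased high-intensity nuclei.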
TDP43 rescue: rescues yeast growth from TDP-43 toxicity; TDP-43 expressing yeast growth rescue, BacTiter-Glo, 24 h; Potency, µM (series often up to 46.1 µM), for the others: top-dose growth rescue (activation), hits mostly activators; actives 1.8% (n = 410,000); note: % of control where 0% means no effect; nearly all actives have a fitted effect of over 50% in size
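In this qHTS, compounds that restore growth of yeast expressing TDP-43 appear as activators. Cells (OD600=0.02, galactose medium, raffinose-pregrown) are incubated with compound 24 hr at 30 deg C and growth is quantified by BacTiter-Glo.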
An asterisk follows results filed as active; ? = inconclusive; / = no result given; [ ] = dose if it differs, or a comment. Calls come from the whole dose curve; as a rule, active = well fitted curve in the direction sought with a large enough effect; inconclusive = small, poorly fitted or top-dose-only effect, or another doubt; inactive = no such curve, though single readings can be large; an effect the other way counts as inactive or inconclusive. Potency is the fitted concentration of half-maximal effect. This is a random part of the collection; any-hit rate near 9.4%.

SMILES	KB-3-1 tox	KB-V1 cytotox	HT1080 IDH1KD tx	GLP1R cytotox	GLP-1R agonist	HT1080-NT tox	GLP1R inv ag	SW480 rerep	TDP43 rescue
Cc1cc(NC(=O)CSc2nnc(-c3cccc(Cl)c3)o2)no1	?	-29.2%	?	?	-11.8%	?	-25.0%	-4.6%	17.1%
O=C(CCCc1cccs1)Nc1nc(-c2ccc(F)cc2)cs1	10.4%	-9.7%	-21.8%	-2.5%	15.8%	-18.8%	-31.5%	-2.2%	-1.4%
Cn1c(=O)oc2cc(S(=O)(=O)N3CCC(C(=O)N4CCc5ccccc5C4)CC3)ccc21	0.7%	10.2%	6.5%	6.4%	15.3%	-1.8%	8.4%	-6.3%	8.7%
CCOc1ccc(CN2CCCC(CO)(Cc3ccc(F)cc3)C2)cc1 (stereo not given)	-2.6%	-22.7%	?	?	-3.3%	?	?	13.1%	-14.2%
Cc1oc(C)c2c(=O)cc(-c3ccc4c(c3)OCO4)cc(OC(=O)c3cccc(Cl)c3)c12	3.1%	?	/	-6.6%	/	/	1.5%	/	-3.2%
CC(C)(C)c1ccccc1NC(=O)Nc1nc(C(N)Cc2ccc(F)cc2)cs1 (stereo not given)	7.2%	-13.4%	?	-25.8%	-2.2%	?	?	/	12.5%
Cc1ccc(CNC(=O)CS(=O)(=O)Cc2nc(-c3ccccc3C)oc2C)cc1	-12.6%	0.0%	/	1.8%	-1.4%	/	-27.8%	/	-7.4%
COC(=O)c1cc(Br)c(=O)n(CCc2ccc(F)cc2)c1	0.3%	11.3%	8.3%	-7.0%	10.3%	10.6%	-4.3%	-3.2%	19.1%
Cc1c(C)c(C)c(S(=O)(=O)Nc2ccc3[nH]c(=O)[nH]c3c2)c(C)c1C	0.7%	14.6%	-2.5%	-3.0%	12.2%	-15.5%	19.8%	?	6.2%
Cc1ccc(NC(=O)CN2C(=O)S/C(=C\c3cc(C)n(-c4cccc(C(=O)O)c4)c3C)C2=O)cc1	14.1%	?	-6.2%	3.3%	-1.3%	-6.4%	0.3%	-19.8%	-10.1%
CCCCCCNc1c(C(=O)OCC)c(=O)[nH]c2ccccc12	?	-17.3%	-22.9%	9.4%	9.3%	-11.0%	?	0.9%	-1.5%
COc1ccc(NC(=O)COC(=O)[C@@H]2CCCN2S(=O)(=O)c2ccccc2F)c(OC)c1	8.5%	0.0%	2.9%	-6.9%	27.3%	1.8%	-7.1%	-3.4%[1.84 µM]	/

Five records drawn at random from the list so far, as already listed:
SMILES	KB-3-1 tox	KB-V1 cytotox	HT1080 IDH1KD tx	GLP1R cytotox	GLP-1R agonist	HT1080-NT tox	GLP1R inv ag	SW480 rerep	TDP43 rescue
CC(C)(C)c1ccccc1NC(=O)Nc1nc(C(N)Cc2ccc(F)cc2)cs1 (stereo not given)	7.2%	-13.4%	?	-25.8%	-2.2%	?	?	/	12.5%
CCCCCCNc1c(C(=O)OCC)c(=O)[nH]c2ccccc12	?	-17.3%	-22.9%	9.4%	9.3%	-11.0%	?	0.9%	-1.5%
COc1ccc(NC(=O)COC(=O)[C@@H]2CCCN2S(=O)(=O)c2ccccc2F)c(OC)c1	8.5%	0.0%	2.9%	-6.9%	27.3%	1.8%	-7.1%	-3.4%[1.84 µM]	/
Cn1c(=O)oc2cc(S(=O)(=O)N3CCC(C(=O)N4CCc5ccccc5C4)CC3)ccc21	0.7%	10.2%	6.5%	6.4%	15.3%	-1.8%	8.4%	-6.3%	8.7%
Cc1ccc(CNC(=O)CS(=O)(=O)Cc2nc(-c3ccccc3C)oc2C)cc1	-12.6%	0.0%	/	1.8%	-1.4%	/	-27.8%	/	-7.4%

Next section:
SMILES	KB-3-1 tox	KB-V1 cytotox	HT1080 IDH1KD tx	GLP1R cytotox	GLP-1R agonist	HT1080-NT tox	GLP1R inv ag	SW480 rerep	TDP43 rescue
Cc1ccc(-c2n[nH]c(=S)c3ccccc23)cc1S(=O)(=O)NCC1CCCO1 (stereo not given)	-27.1%	-4.4%	-11.0%	-16.7%	30.3%	?	77.1%[activator]	10.9%	-0.4%
Cc1c(C(=O)NC2CCCCC2)oc2ccc(F)cc12	9.8%	2.9%	-11.6%	-4.8%	17.2%	-6.5%	?	-9.4%	-5.1%
CCn1c(SCC(=O)Nc2cc(C)on2)nc2sc3c(c2c1=O)CCCC3	-7.2%	-27.6%	?	-29.8%	9.9%	10µM*	53.7%[activator]	?	-2.0%
CCn1cc(S(=O)(=O)c2cccc(C)c2)c(=O)c2cc(F)c(N3CCN(C)CC3)cc21	-3.3%	-1.3%	6.4%	-15.7%	-4.7%	-4.9%	17.3%	-5.1%	-12.0%
N#Cc1ccc(S(=O)(=O)NC[C@H]2O[C@@H](n3cnc4c(N)ncnc43)[C@H](O)[C@@H]2O)cc1	?	17.6%	3.5%	0.1%	-3.1%	1.8%	3.9%	7.5%	22.4%
CCOC(=O)c1nnc(-c2ccc(C)cc2)nc1N1CCSCC1	18.5%	-13.7%	-1.0%	6.0%	15.8%	-5.4%	?	14.1%	?
CN(C(=O)COC(=O)c1cnc(Cl)c(Cl)c1)C1CCCCC1	1.9%	12.8%	-0.9%	-15.5%	0.3%	0.7%	?	0.1%	-11.4%
Nc1nc(Nc2cccc(C(F)(F)F)c2)nc(C(F)(F)F)n1	-28.1%	-20.0%	?	12.4%	?	?	-21.0%	10.0%	?
CCCCOc1ccc(C2=NC(c3cccs3)=Nc3ccc(OC)cc3N2)cc1	-19.9%	-4.6%	/	-8.7%	/	/	?	/	-39.9%[inhibitor]
COc1ccc(S(=O)(=O)NCCC(=O)NCc2cccs2)cc1	-6.3%	0.0%	7.3%	-5.3%	-2.9%	8.2%	0.0%	-6.8%	-16.0%
O=C(Nc1ccccc1C(F)(F)F)C1CCN(C(=O)Cc2ccccc2)CC1	2.1%	?	7.8%	5.6%	-4.2%	4.6%	1.0%	-3.7%	-11.1%
O=C(COc1ncnc2ccccc12)Nc1ccc(Cl)c(S(=O)(=O)N2CCOCC2)c1	-11.9%	0.0%	3.6%	-5.0%	15.9%	1.9%	109.2%[activator]	2.1%	3.5%
Nc1nc(SCC(=O)C23CC4CC(CC(C4)C2)C3)n[nH]1	4.3%	14.5%	-5.1%	7.6%	-1.5%	-0.9%	4.9%	-3.0%	1.8%
COc1ccc(CNS(=O)(=O)c2ccc(N3CCCCS3(=O)=O)cc2)cc1	16.4µM*	?	/	-9.6%	/	/	-4.6%	/	-0.9%[9.22 µM]
COCCn1c(C)cc(C(=O)COC(=O)c2cccnc2SC)c1C	-6.9%	2.4%	1.9%	-11.8%	-0.7%	14.5%	?	?	16.3%
O=C(Nc1ccc(OC(F)F)c(Cl)c1)c1cccc(OC(F)F)c1	?	18.4µM*	?	-27.0%	7.4%	?	?	18.8%	16.2%
O=S(=O)(c1ccccc1)N(CC(O)COc1ccccc1)c1ccccc1 (stereo not given)	-2.1%	?	-9.1%	-3.4%	7.4%	-23.2%	?	-4.3%	?
COc1ccc(C(CNC(=O)CCNC(=O)c2ccccc2OC)N2CCCC2)cc1 (stereo not given)	16.3%	?	9.8%	-1.3%	5.4%	10.4%	-20.6%	-11.1%	4.1%
CCCN(Cc1nnc(-c2ccccc2Cl)o1)C(=O)COc1ccc(Cl)cc1	-10.9%	4.11µM*	2.4%	-20.7%	6.8%	4.5%	?	-1.6%	35.5µM*
Cc1nn(-c2ccccc2)c(Cl)c1/C=N/NC(=O)CCNc1n[nH]c(=O)[nH]c1=O	10.2%	?	12.6%	-20.6%	12.8%	17.4%	41.0%[activator]	-42.0%[inhibitor]	10.9%
Oc1ccc(-c2c(C3=CCCCC3)sc3ccccc23)cc1	0.0%	-15.4%	10.4%	4.3%	2.3%	9.5%	?	-21.5%	20µM*
Cn1nc(C(=O)Nc2c(-c3ccccc3)nc3sccn23)c2ccccc2c1=O	3.4%	10.6%	10.1%	-4.2%	7.8%	7.7%	46.6%	3.8%	0.9%
Cc1cccc(OCC(=O)Nc2cccc3cccnc23)c1C	-2.9%	-20.0%	/	-1.4%	-1.6%	/	7.5%	/	24.7%
CCC1(C(=O)OC)NC(c2ccco2)C2C(=O)N(c3ccccc3)C(=O)C21 (stereo not given)	1.2%	-4.0%	-5.6%	65.4%[activator]	-1.8%	-14.2%	15.2%	15.1%	-8.1%
O=C(CC1C(=O)NCCN1Cc1cccc(F)c1)NCCCCCN1CCOCC1 (stereo not given)	9.8%	-1.7%	9.9%	-3.8%	-8.0%	8.9%	6.9%	-0.5%	25.1%
CCOCCCNCC(O)c1ccccc1 (stereo not given)	-0.1%	-11.4%	0.8%	1.7%	2.8%	6.1%	9.4%	?	-20.9%
Cc1ccc2[nH]c(=O)c(CN(Cc3ccccc3Cl)C(=O)N3CCOCC3)cc2c1	-1.6%	-1.7%	-8.1%	-7.6%	3.8%	-11.9%	0.5%	-0.7%	7.5%
COC(=O)c1sc2ccccc2c1NC(=O)c1ccc(S(=O)(=O)N2CC(C)CC(C)C2)cc1 (stereo not given)	45.7%	13.6%	-5.9%	-0.9%	-5.9%	5.0%	16.7%	-13.0%	-16.2%
Cc1cc(C(O)c2ncc(-c3ccc(Cl)cc3)[nH]2)ccc1F (stereo not given)	0.0%	2.2%	?	0.6%	-3.8%	?	?	/	9.9%
CCOC(=O)c1ccc(CNC(=O)CSc2nc(NC(=O)c3ccccc3)c3c(C)c(C)oc3n2)cc1	7.0%	-6.7%	13.7%	2.1%	?	4.6%	0.3%	-1.4%	-24.0%
Nc1ccc(Oc2ccc(F)cc2)nc1	21.5%	2.5%	2.6%	-4.1%	5.8%	0.1%	20.7%	3.6%	0.0%
CCOC(=O)c1cnc2c(C)c(-c3ccccc3)[nH]n2c1=O	-2.2%	-2.5%	6.1%	-6.0%	-15.1%	14.4%	5.9%	3.2%	-1.3%
O=C(OCn1nnc2ccccc2c1=O)c1cc(-c2ccccc2Cl)nc2ccccc12	-0.4%	5.8%	6.6%	-2.4%	1.5%	8.0%	5.1%	-9.2%	-9.4%[0.397 µM]
